CDK5 p35 inh: inhibitors of human CDK5/p35 kinase, primary screen, biochemical, single concentration; AID 488839, 2010; Recombinant CDK5/p35, ADP-Glo luminescence, 60 min; Cyclin-dependent kinase 5 (Homo sapiens) + Cyclin-dependent kinase 5 activator 1 (Homo …; inhibition, % at 10 µM; actives 0.01% (n = 330,000);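 active means highest replicate inhibition of at least 50% and at least 75% of replicates reaching 50%; inconclusive means only one of the two criteria met; inactive means both criteria failed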;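 further: plate controls were DMSO neutral control for no effect and GW8510 at 10 µM for full effect; many of its hits are not listed in these tables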
Target sequence (Q00535 whole entry, looked up): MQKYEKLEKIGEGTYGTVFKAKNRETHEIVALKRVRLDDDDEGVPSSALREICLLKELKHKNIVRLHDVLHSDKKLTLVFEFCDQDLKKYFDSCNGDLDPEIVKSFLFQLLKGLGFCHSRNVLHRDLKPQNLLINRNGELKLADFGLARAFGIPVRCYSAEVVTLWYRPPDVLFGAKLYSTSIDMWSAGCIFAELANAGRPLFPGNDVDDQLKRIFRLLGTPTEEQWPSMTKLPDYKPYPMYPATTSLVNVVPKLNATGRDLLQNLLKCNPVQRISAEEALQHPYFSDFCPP
Target sequence (Q15078 whole entry, looked up): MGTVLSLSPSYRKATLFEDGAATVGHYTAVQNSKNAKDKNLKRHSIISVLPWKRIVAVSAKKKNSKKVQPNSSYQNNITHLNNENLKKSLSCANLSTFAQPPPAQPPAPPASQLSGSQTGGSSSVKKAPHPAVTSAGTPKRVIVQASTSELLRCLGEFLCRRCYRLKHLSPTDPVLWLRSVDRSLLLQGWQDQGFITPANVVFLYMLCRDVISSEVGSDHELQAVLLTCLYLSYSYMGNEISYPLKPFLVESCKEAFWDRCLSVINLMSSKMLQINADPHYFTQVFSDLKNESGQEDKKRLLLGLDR
cardiac RTF act: cardiac RTF calcium sensitivity activators, primary screen, biochemical, IANBD-TnC fluorescence, EC20 calcium. IANBD-labeled TnC RTF fluorescence at EC20 calcium; 0% EC20 calcium, 100% full calcium. activation, % at 7.2 µM. actives 0.24% (n = 340,000);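 active means activation above the mean over all tested compounds plus 3 SD, cut at about 30% in these data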;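 further: rise in fluorescence read as greater calcium sensitivity of cardiac thin filaments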
CAL PDZ FP-1: untagged CAL PDZ binding inhibitors, primary screen, biochemical, fluorescence polarization, HTS. actives 0.92% (n = 300,000). Golgi-associated PDZ and coiled-coil motif-containing protein (Homo sapiens), Q9HD26. purified CAL PDZ, TMR-peptide fluorescence polarization, 1 h. inhibition, % at 24.9 µM. AID 602252, 2012;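 active means mean inhibition of at least 30% with at least half of replicates also reaching 30%; inconclusive means no clear call, values can overlap the other calls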;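 further: 0% = DMSO neutral control and 100% = excess unlabeled competitor peptide PRC23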
MITF TRPM1 HTS: activators of MITF-driven TRPM1 promoter reporter, primary screen, cell-based, SK-MEL-5, luciferase, single point; activation, % at 12.5 µM; SK-MEL-5 TRPM1-promoter luciferase, 24 h; % of positive control, neutral wells = 0; actives 0.75% (n = 300,000); AID 588334, 2011;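 active means mean activation of at least 80% with every replicate also reaching 80%; inconclusive means mean reaches 80% but some replicate falls short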;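 further: 0% = neutral control wells and 100% = parthenolide positive control wells; values of inactives mirror those of a sister screen read the other way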
CAL PDZ FP-2: CAL PDZ peptide-binding inhibitors, primary screen, biochemical, fluorescence polarization, Cer-tagged CAL PDZ, HTS | purified CAL PDZ, TMR-peptide fluorescence polarization, 1 h | actives 0.02% (n = 330,000) | AID 504414, 2011 | inhibition, % at 20 µM | Golgi-associated PDZ and coiled-coil motif-containing protein (Homo sapiens), Q9HD26;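 active means highest replicate inhibition of at least 40%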;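 further: plate controls were DMSO neutral control wells for no effect and unlabeled competitor peptide control wells for full effect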
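Material: tagged CAL PDZ domain; buffer or medium: 25 mM sodium phosphate pH 7.4, 150 mM NaCl, TCEP, IgG, Thesit; compound dosing: single point, 20 µM; schedule: 1 h incubation at room temperature before polarization reading; measured by: FP readout, S and P plane fluorescence; read-out basis: percent inhibition from loss of millipolarization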
Wnt act: Wnt/beta-catenin pathway activators, primary screen, cell-based, plate reader, single point; Wnt/beta-catenin reporter cell assay, activator; activation, % at 9.35 µM; actives 1.2% (n = 300,000); in the data active means activation above about 30%, passing the limit was not always enough; inconclusive means no clear call, values can overlap the other calls;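 further: 0% = neutral control wells and 100% = positive control wells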
Rtt109 Vps75: inhibitors of C. albicans Rtt109/Vps75 HAT, primary screen, biochemical, ThioGlo CoA-SH fluorescence, plate reader | AID 540336, 2011 | purified Rtt109/Vps75, 4 h | actives 0.16% (n = 330,000) | Histone acetyltransferase RTT109 (Candida albicans (strain SC5314 / ATCC MYA-2876)), … | inhibition, % at 34.9 µM;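 active means inhibition of at least 50% in every replicate; inconclusive means best replicate reaches 50% inhibition but some replicates fall short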
Tat transport: E. coli Tat export inhibitors, primary screen, MC4100, TorA-mCherry reporter, fluorescence, single point; inhibition, % at 10 µM; actives 0.036% (n = 340,000);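 active means mean replicate inhibition at least 50% and at least half of replicates individually reaching 50%; inconclusive means only one of the two criteria met; inactive means neither criterion met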;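 further: exported cargo escapes ClpAP degradation while cytoplasmic cargo is degraded and loses fluorescence; 0% = median of neutral control wells and 100% = median of NaSCN control wells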
V-ATPase pHluor: regulators of yeast V-ATPase proton pumping, primary screen, pHLuorin cytosolic pH fluorescence; S. cerevisiae; response, % at 10 µM; actives 0.37% (n = 350,000); in the data active means response mostly above about 7.3%, no sharp cut-off; inactive means mostly below about 5.4%; further: actives read high; inactives centre near 0; some compounds called inactive have numbers as strong as hits; reference of the scale not given here
dFosB act: activators of delta FosB homodimer, primary screen, biochemical, fluorescence polarization, TAMRA-CDK5 oligo, single point | AID 493131, 2011 | activation, % at 25 µM | purified delta FosB; percent of positive-control signal above neutral wells | actives 0.99% (n = 340,000);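 active means mean activation above about 17%, with every replicate also reaching it, limit read from the data, passing the limit was not always enough; inconclusive means only one of the two conditions met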;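 further: fluorescence polarization rise as delta FosB binds a TAMRA Cdk5 AP-1 oligo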
Target sequence (P13346 whole entry, looked up): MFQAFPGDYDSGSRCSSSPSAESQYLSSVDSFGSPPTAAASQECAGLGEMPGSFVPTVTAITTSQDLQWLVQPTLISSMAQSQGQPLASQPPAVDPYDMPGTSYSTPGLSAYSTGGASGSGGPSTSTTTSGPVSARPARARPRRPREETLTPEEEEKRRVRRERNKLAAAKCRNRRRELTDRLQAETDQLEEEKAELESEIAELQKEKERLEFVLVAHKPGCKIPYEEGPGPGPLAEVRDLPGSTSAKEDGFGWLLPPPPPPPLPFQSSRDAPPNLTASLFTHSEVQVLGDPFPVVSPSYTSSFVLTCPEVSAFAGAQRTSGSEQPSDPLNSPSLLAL
Starred values were filed as active, the others as inactive; ? = inconclusive; . = not tested or not shown.

SMILES | CDK5 p35 inh | cardiac RTF act | CAL PDZ FP-1 | MITF TRPM1 HTS | CAL PDZ FP-2 | Wnt act | Rtt109 Vps75 | Tat transport | V-ATPase pHluor | dFosB act
C=CCn1c(=O)c(C(=O)NCCNCC)c(O)c2ccccc21 | 0.2 | 19 | 2 | 7 | -1.4 | . | 15 | -11 | -4 | -5
CCOC(=O)C1=C(C)N(C)C(=O)NC1c1ccc2c(c1)OCO2 (stereo unspecified) | 0.8 | 7 | 13 | -5 | . | 3 | -4 | 2 | 1 | 0
Cc1cccc(NC(=O)Cn2cnc(S(=O)(=O)N3CCCC3)c2)c1C | -0.5 | -2 | 9 | 15 | 0.0 | -1 | -5 | -8 | -1 | -6
COc1cc(O)c2c(=O)c3c(O)ccc(O)c3oc2c1 | 2.5 | 2 | 0 | 2 | 0.4 | -1 | 4 | -5 | 0 | -1
Cc1ccc(N=Nc2c(=O)[nH]n3c(C)cc(C)nc23)cc1 | 0.3 | -2 | -1 | 6 | 0.0 | . | 11 | 3 | 0 | -5
CC1=C(CCN2CCN(C3CCCC3)C(CCO)C2)C(C)(C)CCC1 (stereo unspecified) | 0.6 | 3 | . | 26 | -1.4 | -1 | -5 | -10 | 2 | -6
O=C(CSc1ncccn1)N/N=C/c1cccs1 | -0.9 | 1 | 1 | 3 | -0.1 | -5 | -4 | ? | 5 | -2
COc1ccc(Cl)cc1NC(=O)CN(C)C(=O)c1ccc(COc2ccccc2)cc1 | 1.5 | 2 | 0 | 7 | -2.7 | 0 | 5 | 5 | 5 | -9
c1ccc2[nH]c(-c3cnco3)cc2c1 | 1.4 | 0 | -3 | -2 | -0.5 | 10 | -1 | -5 | -1 | -3
NS(=O)(=O)c1ccc(CNC(=O)c2ccc(Br)o2)cc1 | 0.1 | 8 | 1 | 10 | -2.8 | -3 | 1 | -8 | 12 | -3
COc1ccc(N2CCN(C(=O)CCNS(=O)(=O)c3ccc(C)cc3)CC2)cc1 | -1.1 | -2 | -2 | -13 | -3.0 | 0 | 0 | -7 | 3 | -11
O=C(Nc1cccc(NC(=O)c2cccc([N+](=O)[O-])c2)n1)c1cccc([N+](=O)[O-])c1 | -1.4 | -4 | -5 | . | 0.9 | -3 | -1 | 5 | -1 | 8
Cc1ccc(S(=O)(=O)N2CCN(C(=O)CSc3nnc(-c4ccco4)o3)CC2)cc1 | -0.1 | -2 | 24 | -1 | -0.3 | -7 | 6 | 0 | 3 | -6
COc1cc(-c2nnc(COC(=O)CSc3cc(C)c4ccccc4n3)o2)cc(OC)c1OC | 0.1 | 1 | 0 | 16 | -1.3 | . | -4 | -1 | 4 | -4
COc1ccc(-n2ncc3c(N4CCC(C)CC4)ncnc32)cc1 | 0.2 | 9 | 1 | . | -1.1 | 10 | 9 | 2 | 5 | -3
Cn1c(SCC(=O)N2CCc3ccccc32)nc2cccnc21 | -1.4 | 1 | 0 | 27 | -2.8 | . | -7 | 3 | 1 | -5
COc1ccccc1NC(=O)NC1(C(=O)N2CCC(O)CC2)CCCCC1 | 0.1 | 5 | -3 | 7 | 0.1 | -1 | -2 | -1 | 2 | 0
CC(=O)N(CC(=O)O)c1ccccc1 | 0.1 | 3 | 0 | 15 | -0.6 | . | -16 | -1 | -4 | -1
COc1cc(C(=O)Nc2nc3ccccc3s2)ccc1OCc1c(C)noc1C | -1.3 | -1 | . | 10 | -3.5 | . | 1 | 9 | -5 | 7
COc1ccc(S(=O)(=O)N2CCCCC2)cc1N(C)S(=O)(=O)c1ccccc1 | -9.4 | -2 | 0 | -12 | 2.8 | -3 | 3 | -2 | 4 | -5
O=C(CCN1C(=O)S/C(=C\c2cccs2)C1=O)Nc1nccs1 | -0.8 | 5 | . | 38 | -1.0 | -1 | -5 | 7 | 0 | ?
COc1ccccc1-c1nc(C#N)c(N2CC(C)CC(C)C2)o1 (stereo unspecified) | -1.1 | 3 | . | 11 | -0.7 | -2 | -2 | -13 | 3 | 0
COc1ccc(OC)c(Nc2nc(N)nc(-c3cc4ccccc4o3)n2)c1 | 2.5 | -1 | -11 | . | -2.2 | 0 | 11 | 8 | 6 | 3
COc1ccc(NC(=S)N2CCc3cc(OC)c(OC)cc3C2)cc1 | 1.8 | 3 | -1 | . | 0.4 | -1 | 2 | 2 | 3 | 0
Cc1ccc2nc(-c3sc4nc(C)cc(C)c4c3N)[nH]c2c1 | 1.3 | -4 | 0 | 1 | 1.0 | . | -145 | 2 | 2 | -7
CC(C)OP(=O)(c1ccc(N(C)C)cc1)C(O)c1ccccc1 (stereo unspecified) | 1.7 | 3 | -6 | . | -1.5 | -4 | 5 | 4 | -2 | 0
CCC1Sc2ccccc2N(CC(=O)NC2CCCCC2)C1=O (stereo unspecified) | 2.2 | -1 | -1 | 3 | -1.8 | 0 | -9 | 0 | 3 | 1
COCc1[nH][nH]c(=O)c1C=Nc1ccc(Cl)cc1 | 0.8 | 5 | 1 | -2 | -0.9 | 4 | 14 | 3 | -10 | -5
COc1ccc(/C=N/N(C)C2=NS(=O)(=O)c3ccccc32)cc1OC | 0.1 | -1 | -2 | -4 | -0.1 | -1 | 8 | -2 | -18 | -6
CCOC(=O)N1CCN(C(=O)c2ccc3c(=O)n(CCc4ccccc4)c(=S)[nH]c3c2)CC1 | -2.0 | -5 | 1 | -5 | -3.1 | . | 0 | -4 | 0 | -12
COc1ccc(-n2c(C)cc(C=O)c2C)cc1Cl | -3.5 | 2 | -4 | 6 | -2.2 | -6 | -6 | -3 | 6 | -4
O=c1[nH]cc(NCCNc2ncc(C(F)(F)F)cc2Cl)c(=O)[nH]1 | 0.8 | -1 | 1 | 4 | -4.2 | -3 | . | -1 | -4 | -10
CC(=O)C1C(c2ccc(Br)cc2)c2c(noc2C)CC1(C)O (stereo unspecified) | -1.0 | 11 | . | . | 0.4 | 3 | -5 | -10 | 5 | -3
COc1ccc(Cl)cc1NC(=O)NCCN1CCNC1=O | 0.1 | -1 | -4 | . | -0.3 | 1 | . | 4 | 7 | -5
CCOc1ccc(/C=C2\C(=O)c3ccccc3OC2c2ccccc2)cc1 (stereo unspecified) | 1.1 | -9 | 0 | 11 | -1.3 | . | 6 | -2 | -1 | -6
CCOC(=O)C(Sc1nnc2c3ccccc3n(CC)c2n1)C(=O)OCC | -0.2 | 6 | . | 13 | -2.3 | . | 33 | 15 | -4 | -19

Quoted from the results shown (3 entries):
SMILES | CDK5 p35 inh | cardiac RTF act | CAL PDZ FP-1 | MITF TRPM1 HTS | CAL PDZ FP-2 | Wnt act | Rtt109 Vps75 | Tat transport | V-ATPase pHluor | dFosB act
C=CCn1c(=O)c(C(=O)NCCNCC)c(O)c2ccccc21 | 0.2 | 19 | 2 | 7 | -1.4 | . | 15 | -11 | -4 | -5
CCOC(=O)C1=C(C)N(C)C(=O)NC1c1ccc2c(c1)OCO2 (stereo unspecified) | 0.8 | 7 | 13 | -5 | . | 3 | -4 | 2 | 1 | 0
Cc1cccc(NC(=O)Cn2cnc(S(=O)(=O)N3CCCC3)c2)c1C | -0.5 | -2 | 9 | 15 | 0.0 | -1 | -5 | -8 | -1 | -6

Next part
SMILES | CDK5 p35 inh | cardiac RTF act | CAL PDZ FP-1 | MITF TRPM1 HTS | CAL PDZ FP-2 | Wnt act | Rtt109 Vps75 | Tat transport | V-ATPase pHluor | dFosB act
Cc1c(Cl)ccc2sc(NC(=O)c3ccco3)nc12 | 2.3 | 1 | -2 | . | -2.1 | ? | -2 | 0 | -4 | 2
CC(c1ccccc1)N1CC(C(=O)NC2CCCC2)CC1=O (stereo unspecified) | 1.1 | 3 | 5 | 1 | -0.5 | . | -8 | -3 | 0 | 6
COc1ccccc1NC(=O)c1nnn(Cc2ccccc2)c1NC(=O)C(F)(F)F | -1.0 | 7 | -2 | . | -0.6 | 2 | 4 | -4 | 2 | 1
Cc1cc(C)c(S(=O)(=O)NCc2cccnc2)c(C)c1 | -0.8 | -3 | -2 | -5 | -0.9 | 1 | 2 | 3 | 1 | -6
Cc1cc(C)cc(N(CC(=O)NC2CCCC2)C(=O)CCC(=O)Nc2cc(C)on2)c1 | -1.2 | -3 | -5 | -8 | -3.3 | 6 | . | 4 | 0 | 3
CCc1cccc(C)c1NC(=O)c1ccc2nc(N3CCOCC3)sc2c1 | 1.0 | -3 | . | . | -0.1 | -4 | -1 | -7 | -5 | -13
Cc1ccc(Nc2nnc(SCC(=O)Nc3cc(C(=O)O)ccc3C)s2)c(C)c1 | -0.7 | -2 | -3 | 1 | -2.6 | -3 | 1 | 3 | -2 | -1
Cc1cnc(C(=O)OCC(=O)NC(C)C)cn1 | 0.3 | 1 | -4 | 18 | 0.0 | . | -12 | 7 | -1 | -7
Cc1cc(C)c(C#N)c(SCC(=O)c2cc(C)n(CCc3ccccc3)c2C)n1 | -0.6 | 4 | . | . | 0.3 | -6 | 3 | 10 | -3 | -4
O=C(CSc1nnc(NC(=O)C2CCC2)s1)Nc1ccccc1F | -0.1 | 0 | -3 | 0 | -3.4 | 2 | -15 | 1 | 0 | 3
O=C(COc1ccccc1Cc1ccccc1)NCCCN1CCOCC1 | -1.7 | 3 | 5 | 0 | -0.4 | -2 | -2 | -12 | -3 | -2
Cc1cccc(C2c3[nH]c4ccccc4c3CCN2C(=O)c2cc(CC(C)C)[nH]c(=O)n2)n1 (stereo unspecified) | 0.0 | 2 | -2 | -10 | -0.8 | -1 | 41 | 3 | 0 | -8
Cc1cc(C)nc(SCCCn2c(=O)[nH]c3ccccc32)n1 | 0.8 | -4 | -1 | 5 | -1.2 | . | 2 | -3 | 3 | 2
Fc1ccccc1COc1ccc(Br)cc1CNCc1ccncc1 | 0.7 | 3 | -2 | 0 | -1.2 | . | -5 | 8 | -1 | -3
O=c1c2ccccc2nc(-c2cccs2)n1-c1ccc2ccccc2c1 | 0.3 | -6 | -2 | 3 | -1.3 | 6 | -7 | -3 | -1 | -2
COC(=O)c1ccc2c(c1)sc(=NC(=O)CCS(=O)(=O)c1ccccc1)n2C | -2.5 | 11 | -2 | 4 | -3.8 | -1 | -1 | 5 | 0 | -14
COc1ccc(NC(C)=O)cc1S(=O)(=O)NC(Cc1ccccc1)C(=O)O (stereo unspecified) | 0.4 | 3 | -1 | -7 | -0.7 | 4 | -5 | 11 | 2 | -5
NNC(=O)c1cncn1-c1ccc(F)cc1 | -0.4 | 1 | 3 | 2 | -1.9 | 0 | 3 | -1 | . | -6

Assay outcomes deposited in PubChem by several laboratories.

An unsorted share of the library. Share with any hit: about 4.1%.
